Screening data as filed in PubChem BioAssay.
Rat MKP-3 inhibitors: inhibition of rat DUSP6 enzyme activity – biochemical, in vitro, primary screen (AID 425); one-dose inhibition, % at 20 µM; IC50 in µM for titrated hits; recombinant MKP-3 phosphatase activity, fluorescence; higher % means a stronger effect; actives 0.17% (n = 110,000); in the data active means inhibition above about 50%;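 further: plate controls were vehicle for no effect and reference inhibitor for full effect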
Hsp70 inhibitors: small molecules displacing fluorescent ligand from Hsp70 – biochemical, fluorescence polarization, primary screen (AID 583); Hsp70 fluorescence polarization probe displacement, mP; higher % means a stronger effect; one-dose displacement, % at 20 µM; IC50 in µM for titrated hits; actives 0.06% (n = 140,000); in the data active means displacement above about 50%;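 further: plate controls were vehicle for no effect and reference ligand for full effect; a part of the inactive calls stands beside numbers as strong as those of hits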
* marks the source's active call; other numbers are inactive results; · = not tested or not shown; & = joins results of further samples. This is a subset. The share of hits here may be higher or lower than overall.

SMILES	Rat MKP-3 inhibitors	Hsp70 inhibitors
Cc1ccc(CS(=O)(=O)CCC(=O)NCc2ccccn2)cc1	5.2%	3.1%
Cc1c(C)c2ccc(OC(C)C)cc2oc1=O	3.2%	0.5%
COc1ccccc1N1CCN(C(=O)CC2NC3CCCCC3NC2=O)CC1 (configuration not stated)	·	-3.5%
CC(C)(C)C1=CC(=Nc2ccc3c(c2)OCCO3)C=C(C(C)(C)C)C1=O	5.4%	0.0%
CCOc1ccc(C(=O)Nc2ccc(N3CCCC3)cc2)cc1	3.2%	-13.9%
O=C(Nc1sc2c(c1C(=O)Nc1ccccc1)CCCCC2)c1ccc([N+](=O)[O-])cc1	0.7%	-8.6%
CC1=C(C(=O)OCCOC(C)C)C(c2cc3c(cc2Br)OCO3)C2=C(CCCC2=O)N1 (configuration not stated)	-0.5%	-1.5%
Cc1nn(Cc2ccc(Cl)cc2Cl)c(C)c1NC(=O)c1nn(C)cc1Cl	·	4.7%
O=S(=O)(Nc1nc2ccccc2nc1Nc1ccc2c(c1)OCCO2)c1cccs1	-8.0%	-18.1%
CC(=O)N1C=CN(C(C)=O)C(c2cn(C)c3ccccc23)C1c1cn(C)c2ccccc12 (configuration not stated)	-10.4%	-4.0%
COc1ccc(NC(=O)/C=C/c2ccc(C)o2)cc1	9.1%	1.1%
Cc1cccc(-c2noc(-c3ccccc3C(=O)NCC3CCCO3)n2)c1 (configuration not stated)	4.9%	3.0%
CCN(CC)CCCN1C(=O)C(=O)/C(=C(/O)c2cc(C)ccc2C)C1c1cccnc1 (configuration not stated)	8.0%	-0.2%
CCc1c(C)c2ccc(OCC(=O)c3ccccc3)cc2oc1=O	-0.6%	2.2%
O=C(COC(=O)CCS(=O)(=O)c1ccc(Cl)cc1)Nc1ncc(Cl)cc1Cl	-0.6%	-1.0%
Cc1c(N=C2SCC(=O)N2c2c(C)n(C)n(-c3ccccc3)c2=O)c(=O)n(-c2ccccc2)n1C	-10.3%	4.9%
CCOC(=O)C1CCN(CC(=O)Nc2c(C(=O)OC)[nH]c3cccc(Cl)c23)CC1	-9.7%	-0.3%
CS(=O)(=O)N(CC(=O)N1CCCC1)c1cccc(C(F)(F)F)c1	3.2%	-2.6%
O=C(O)C1CC(=O)N(Cc2ccc(F)cc2)C1 (configuration not stated)	7.5%	-4.8%
CCOC(=O)c1cc(C(O)(C(F)(F)F)C(F)(F)F)c(/N=C/N(C)C)o1	-8.5%	3.5%

Shown with bars between the fields: 6 of the compounds above.
Compound | Rat MKP-3 inhibitors | Hsp70 inhibitors
COc1ccccc1N1CCN(C(=O)CC2NC3CCCCC3NC2=O)CC1 (configuration not stated) | · | -3.5%
CC(C)(C)C1=CC(=Nc2ccc3c(c2)OCCO3)C=C(C(C)(C)C)C1=O | 5.4% | 0.0%
CCOc1ccc(C(=O)Nc2ccc(N3CCCC3)cc2)cc1 | 3.2% | -13.9%
O=C(Nc1sc2c(c1C(=O)Nc1ccccc1)CCCCC2)c1ccc([N+](=O)[O-])cc1 | 0.7% | -8.6%
CC1=C(C(=O)OCCOC(C)C)C(c2cc3c(cc2Br)OCO3)C2=C(CCCC2=O)N1 (configuration not stated) | -0.5% | -1.5%
Cc1nn(Cc2ccc(Cl)cc2Cl)c(C)c1NC(=O)c1nn(C)cc1Cl | · | 4.7%

Following part
SMILES	Rat MKP-3 inhibitors	Hsp70 inhibitors
CCN(Cc1cc2ccccc2[nH]c1=O)C(=O)C(C)C	-0.9%	-1.1%
O=C(O)CN(c1ccc(Br)cc1)S(=O)(=O)c1ccccc1	-2.0%	4.7%
CCCCCc1ccc(CC(=O)Nn2c(C)nc3ccccc3c2=O)cc1	·	-3.1%
CCCCC(=O)OCC(=O)Nc1ccc(OC(F)F)cc1	-1.9%	3.6%
CC(O)Cn1cnc2c1c(=O)n(C)c(=O)n2C (configuration not stated)	-2.9%	4.7%
Cc1[nH]c2ccccc2c1/C=N/Nc1ccc([N+](=O)[O-])cc1	-2.0%	3.3%
CCOC(=O)C1=C(C)N=c2s/c(=C/c3ccc(I)o3)c(=O)n2C1c1ccccc1OC (configuration not stated)	-1.8%	1.1%
COc1ccc(/C=C/C(=O)NCC2COc3ccccc3O2)cc1OC (configuration not stated)	3.2%	2.8%
COc1ccc(-n2nnnc2SCC(=O)Nc2cccc(NC(C)=O)c2)cc1OC	-10.7%	2.9%
Nn1c(SCc2ccccc2)nnc1-c1ccccn1	·	0.2%
CCCc1ccc(OCCNC(=O)c2ccc(C)cc2)cc1	3.1%	-0.8%
Cc1cc(OCC(=O)NCC(C)C)ccc1Br	5.5%	-5.3%
O=C(Nc1cccnc1)c1ccc(-c2ccc(Br)cc2)o1	2.6%	-0.2%
COc1ccc(C(=O)Nc2ccc(NC(=O)c3ccco3)c(C)c2)cc1OC	2.7%	2.9%
CCn1c(SCC(=O)OC2CCCCC2)nnc1-c1ccncc1	-2.1%	-1.0%
C=CCN(CC=C)C(=O)c1cc(-c2ccc(C)s2)nc2ccccc12	0.2%	1.3%
O=C1NC(c2ccncc2)Nc2ccccc21 (configuration not stated)	2.5%	5.1%
Cc1ccc2nc(N/N=C\c3ccc([N+](=O)[O-])o3)nc(-c3ccccc3)c2c1	2.2%	0.0%&4.1%
O=C(NCCO)/C(=C/c1ccc(Br)cc1)NC(=O)c1cccs1	1.9%	-4.0%
Cc1cc(=O)oc2c(CN(C)Cc3ccccc3)c(O)ccc12	-12.0%	-3.6%
O=C(Cn1cccc1C(=O)c1ccccc1)NCCN1CCCCCC1	-2.4%	5.0%
CCn1c(SCc2ccccc2)nnc1-c1ccc(S(=O)(=O)N2CCCCC2)cc1	-2.5%	1.9%
Cc1nc(=O)c(-c2ccccc2)c(C)n1-c1ccc(O)c(C(=O)O)c1	-7.4%	-3.3%
COC(=O)c1sc2nc3c(cc2c1N)C(=O)CC(C)(C)C3	0.8%	1.7%
N#Cc1c2c(c[nH]c1=O)CCN2Cc1ccccc1	·	0.0%
CC(c1ccccc1)N1C(=O)C(=Cc2c(NCC3CCCO3)nc3ccccn3c2=O)SC1=S (configuration not stated)	-1.0%	-12.5%
O=C1CCCN1CCC1CCN(C2CC(=O)N(Cc3ccc(N4CCCC4=O)cc3)C2=O)CC1 (configuration not stated)	-4.3%	1.4%
Cc1cc(C)c(NC(=O)CCCN2CCN(C)CC2)c(C)c1	-6.1%	3.7%
CCOC(=O)c1ccccc1NC(=O)CN(c1ccc(F)cc1)S(=O)(=O)c1ccccc1	0.9%	1.1%
CC(C)(c1cc(Cl)cc(Cl)c1)N1C(=O)C2=C(CCCC2)C1=O	-0.3%	5.6%
O=C(NNC1=NCCC1)c1cccc(Br)c1	·	3.2%
Cc1cccc(N=Cc2ccc(OC3CSC3)cc2)c1	-0.3%	2.6%
OCCNc1ncnc2c1ncn2Cc1ccccc1	-3.1%	2.6%
O=C(/C=C/c1cn(-c2ccccc2)nc1-c1ccccc1)c1cccs1	-4.6%	2.9%
O=C(N/N=C/c1cccs1)C1CC(=O)N(c2ccc(Cl)cc2)C1 (configuration not stated)	2.8%	-4.5%
O=C(O)CC(C(=O)NCc1ccccc1)C1CCCO1 (configuration not stated)	-4.8%	0.5%
CC1=C(C#N)c2nc(N)c(C#N)c(C)c2/C1=C/c1ccc(-c2ccccc2[N+](=O)[O-])o1	49.6%	19.1%
Cc1ccc(Nc2cc(=O)n(C)c(=O)[nH]2)cc1C	1.4%	4.7%
O=C(Nc1ccc(-c2nc3ncccc3o2)cc1)c1ccc(Br)o1	9.1%&2.9%	-22.9%&-1.8%
CCn1c(O)c(C=NC2CCCC2)sc1=S	·	-1.5%
O=[N+]([O-])c1cccc(S(=O)(=O)NNc2ccccc2)c1	6.3%	-4.7%
Cc1nn(C)c(C)c1NC(=O)c1ccc(-c2ccccc2)cc1	0.8%	-9.0%
CCN(CC)c1ccc2cc(-c3nnc(-c4ccccc4)o3)c(=O)oc2c1	·	-21.8%
O=C(NCc1ccco1)c1cc2cc3ccc(Cl)cc3nc2o1	-1.9%	-0.8%
Cc1[nH]n2c(=O)c(C#N)c(-c3ccccc3)nc2c1-c1ccccc1	5.9%	-3.1%
COC(=O)c1c(N)sc(C)c1-c1ccc(C)c(C)c1	5.0%	-0.8%
COC(=O)CC(N)c1ccc(OC)c2ccccc12 (configuration not stated)	·	3.9%
O=C(N/N=C/c1ccncc1)c1cc(-c2ccc3ccccc3c2)n[nH]1	3.1%	-50.7%
Cc1cc(=S)cc(C)n1CCCn1ccnc1	-0.9%	1.3%
Cc1ccc(OCC(=O)NCc2ccc(F)cc2)cc1	1.9%	-0.1%
Cc1onc(-c2ccccc2Cl)c1C(=O)Nc1nc2c(s1)CCCC2	·	2.8%
Cc1cccc(NC(=O)c2sc(NC(=O)c3ccco3)c(C#N)c2C)c1C	-8.6%	·
CC1(C)OC(=O)N(c2ccccn2)C1(C)O (configuration not stated)	-5.8%	0.2%
CN(C)S(=O)(=O)c1ccc2c(c1)C(=C(C#N)C#N)c1cc(S(=O)(=O)N(C)C)ccc1-2	3.0%	1.0%
O=C(c1ccc(CNc2c(N3CCCC3)c(=O)c2=O)cc1)N1CCc2ccccc2C1	-11.2%	1.0%
CCOC(=O)CC(=O)CSc1nc(N)c(C#N)c(-c2ccc(F)cc2)c1C#N	10.3%	1.5%
COc1ccc(NC(=O)Nc2ccc(OCC(=O)N3CCOCC3)cc2)cc1OC	-0.8%	-0.8%
CCS(=O)(=O)CCSc1nc2c(cc1C#N)CCCC2	-6.6%	-5.3%
Cc1cccc(C2(c3cccc(C)c3)CC2C(=O)Nc2ccccc2F)c1 (configuration not stated)	1.5%	1.8%
COC(=O)[C@@H](NC(=O)NCc1cccs1)C(C)C	-0.4%	-4.9%

The last three compounds of the part above are carried over, then new ones follow.
SMILES	Rat MKP-3 inhibitors	Hsp70 inhibitors
CCS(=O)(=O)CCSc1nc2c(cc1C#N)CCCC2	-6.6%	-5.3%
Cc1cccc(C2(c3cccc(C)c3)CC2C(=O)Nc2ccccc2F)c1 (configuration not stated)	1.5%	1.8%
COC(=O)[C@@H](NC(=O)NCc1cccs1)C(C)C	-0.4%	-4.9%
CC(=O)Nc1c(C(=O)N2CCCCCC2)cnn1-c1ccccc1	·	0.8%
O=C(CSC1=NCCN1)NC1CCCCCC1	·	-1.8%
CCOc1ccccc1NC=C1C(=O)OC2(CCCCC2)OC1=O	·	2.7%
COC(=O)CC1=Nc2ccccc2NC(=O)C1	-4.8%	-1.1%
CCCCNc1nc2c(c(=O)n(C)c(=O)n2C)n1Cc1cccc(OC)c1	1.4%	4.9%
COc1ccc(C(=O)n2nc(C)cc2Nc2ccccc2)cc1	·	0.8%
O=C(NCC1CCCO1)c1ccc(Cl)c(F)c1F (configuration not stated)	-5.6%	0.7%
CCSc1nnc(Cc2cc(=O)[nH]c(=O)[nH]2)n1-c1cc(C)ccc1C	5.5%	0.7%
CS(=O)(=O)N1CCC(C(=O)Nc2ccccc2)CC1	·	2.5%
CCOc1ncccc1C(=O)OCC(=O)NCCc1ccc(OC)cc1	1.6%	0.8%
COC(=O)c1ccc(NC(=O)C(C)N2C(=O)c3ccccc3C2=O)cc1 (configuration not stated)	-2.8%	2.7%
N#Cc1ccc(CSc2nnc(NC(=O)C3CCCO3)s2)cc1 (configuration not stated)	-6.7%	-2.0%
NC(=O)c1ccc(NC(=O)NCCCCCCNC(=O)Nc2ccc(C(N)=O)cc2)cc1	0.5%	33.0%
Cc1nc2cc(S(=O)(=O)N3CCC(C(=O)O)CC3)ccc2n1C1CCCC1	7.4%	0.2%
O=C1CCCc2c1nc(-c1ccco1)n2O	4.8%	-0.6%
COc1ccc(-c2csc(-n3[nH]c(C)c(N=Nc4c(C)cccc4[N+](=O)[O-])c3=O)n2)cc1	-0.5%	4.8%
CC(C)Oc1ccc2nnnn2n1	10.8%	2.1%
CCCNC(=O)Nc1ccccc1C(=O)Nc1ccc(OC)cc1	7.9%	0.2%
CCN1CCN(CC(=O)Nc2sc3c(c2C#N)CCC(C)C3)CC1 (configuration not stated)	-6.6%	2.5%
COc1cccc(Nc2nc(-c3ccc4c(c3)OCCO4)cs2)c1	·	2.8%
C=CCn1c(-c2ccc3[nH]c(C)c(C)c3c2)n[nH]c1=S	·	-5.8%
O=C1C2C(C(=O)N1/N=C/c1ccc(O)cc1)C1C=CC2C12CC2 (configuration not stated)	0.1%	-6.0%
CCCCN(CC)S(=O)(=O)c1ccc(C(=O)Nc2nnc(COC)o2)cc1	-14.2%	1.1%
O=C(COc1ccc(Cl)cc1)Nc1ccc(I)cc1Cl	1.0%	0.7%
O=S(=O)(NCC(c1ccccc1)N1CCNCC1)c1ccc(Cl)cc1 (configuration not stated)	-18.4%&2.1%	4.5%&-3.4%
CCOc1cc(C(=O)OCc2ccc(C(=O)OC)o2)cc(Br)c1OC	-11.8%	-0.3%
CCOc1ccccc1Oc1coc2cc(OC)ccc2c1=O	·	1.5%
O=C(COc1cccc2ccccc12)NCCO	0.7%	2.0%
O=C1c2ccccc2C(=O)C1(Nc1ccccc1)c1ccc([N+](=O)[O-])cc1	1.8%	4.0%
CC1CN(CN2C(=O)C(=O)c3ccccc32)CC(C)O1 (configuration not stated)	-0.1%	3.2%
C=CCNc1nc2ccccc2nc1NS(=O)(=O)c1cccs1	0.7%	6.8%
Cc1ccc(NC(=O)c2oc3ccc(S(=O)(=O)N4CCC5(CC4)OCCO5)cc3c2C)cc1C	·	0.5%
O=C(CSc1nnc(COc2cccc3cccnc23)o1)c1ccc(F)cc1	2.4%	-1.9%
Cc1cc(=O)oc2cc(OCC3CC(c4ccc(Cl)cc4)=NO3)ccc12 (configuration not stated)	·	6.8%
c1cc2c(cc1Cn1cnnn1)OCO2	-9.4%	2.1%

Complete entries, looked up by structure. Values in the order: Rat MKP-3 inhibitors, Hsp70 inhibitors
CC1CN(CN2C(=O)C(=O)c3ccccc32)CC(C)O1 (configuration not stated) is listed with -0.1%, 3.2%
O=S(=O)(NCC(c1ccccc1)N1CCNCC1)c1ccc(Cl)cc1 (configuration not stated) is listed with -18.4%&2.1%, 4.5%&-3.4%
O=C1c2ccccc2C(=O)C1(Nc1ccccc1)c1ccc([N+](=O)[O-])cc1 is listed with 1.8%, 4.0%
